Compound activity: PubChem BioAssay, National Center for Advancing Translational Sciences (NCATS)
RGS4 inh = inhibitors of human regulator of G protein signaling 4 | P49798 | Transcreener GDP fluorescence polarization, RGS4-accelerated GTP hydrolysis | Potency, µM (doses to about 114 µM), for the others: at the highest dose activity change, negative = inhibition, hits mostly inhibitors | 0.039% of 390,000 active; also: potency is read from the fitted curve at half-maximal effect; % is scaled to controls: 0 for no effect and ±100 for the full control effect; nearly all actives have a fitted effect of over 75% in size; some results filed as inactive show a strong effect at the top dose
Target sequence (P49798 whole entry, looked up): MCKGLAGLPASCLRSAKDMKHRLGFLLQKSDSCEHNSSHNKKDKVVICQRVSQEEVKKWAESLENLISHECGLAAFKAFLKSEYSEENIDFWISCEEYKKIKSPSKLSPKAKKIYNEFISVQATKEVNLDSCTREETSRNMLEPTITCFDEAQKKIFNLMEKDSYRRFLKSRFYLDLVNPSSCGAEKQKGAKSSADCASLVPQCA
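MLSMR compounds (23 nl, pin-transferred) preincubated 10 min at room temperature with a 500nM (2x) first reagent, then RGS4 at 900nM (2x) plus Transcreener GDP mix added; fluorescence polarization (620/688 nm) read before and after 90 min at 30 °C.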
Vif-APOBEC3F blk = Vif-A3F binding inhibition; Potency, µM (highest dose often 46.1 µM), for inactives: at the highest dose activity, negative = active; HeLa A3F-eYFP + Vif (tagged APOBEC3F with the HIV-1 protein that degrades it), YFP fluorescence increase; 0.2% of 390,000 active; also: potency is read from the fitted curve at half-maximal effect; % of control where 0% means no effect; nearly all actives have a fitted effect of over 65% in size
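Fluorescence increase (Ex 488/Em 500-530) after overnight compound treatment at 37 deg C flags inhibition of Vif-driven A3F-eYFP loss in stable HeLa A3F-eYFP/Vif cells seeded overnight beforehand.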
ALOX12 inh = blocks human arachidonate 12S-lipoxygenase; Potency, µM (doses to about 108 µM), for the others: at the top dose activity change, negative = inhibition, usual class: inhibitors; 1.1% of 580,000 active; AID 1671190; purified 12hLO, xylenol orange hydroperoxide absorbance; P18054; also: potency is read from the fitted curve at half-maximal effect; % is scaled to controls: 0 for no effect and ±100 for the full control effect
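Purified human 12hLO (150 nM final) in 25 mM Hepes, 0.01% Triton X-100, pH 7.0 was preincubated 15 min at room temperature with compound. Then 40 uM arachidonic acid was added, 30 min. Hydroperoxide was read by Fe-XO absorbance ratio 573/405 nm.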
D2 agonist = agonists of human D2 dopamine receptor; activation, % at 2 µM; 0.53% of 340,000 active; AID 485358; HEK293 T-REx D2 cells, calcium flux agonist mode;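 active = activation over 3 SD above normal in the single-dose calcium agonist read, cut at about 30% in these data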; also: 0% is about no effect
Target sequence (P14416 whole entry, looked up): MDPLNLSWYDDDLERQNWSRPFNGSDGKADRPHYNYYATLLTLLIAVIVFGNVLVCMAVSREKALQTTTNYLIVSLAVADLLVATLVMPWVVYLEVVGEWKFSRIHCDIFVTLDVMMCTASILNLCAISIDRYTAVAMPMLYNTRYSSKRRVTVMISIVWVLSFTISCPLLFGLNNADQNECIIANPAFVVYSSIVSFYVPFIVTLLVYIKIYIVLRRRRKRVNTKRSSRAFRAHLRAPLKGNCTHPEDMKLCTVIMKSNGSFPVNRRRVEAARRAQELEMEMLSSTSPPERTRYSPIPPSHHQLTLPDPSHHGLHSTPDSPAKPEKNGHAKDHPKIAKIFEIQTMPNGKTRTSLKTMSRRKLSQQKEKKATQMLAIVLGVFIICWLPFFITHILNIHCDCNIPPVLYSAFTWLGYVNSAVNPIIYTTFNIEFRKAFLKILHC
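In this primary screen, compounds producing a positive calcium signal within 180 s of addition to tetracycline-induced, force-coupled HEK293 Trex D2 cells are flagged; cells are dye-loaded with a no-wash calcium kit beforehand.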
LDHA inh = inhibitors of human lactate dehydrogenase A; purified LDHA, NADH/diaphorase-resazurin fluorescence; active compounds read low; activity change, % (values are at about 110 or 230 µM); 0.15% of 480,000 active; AID 1347041; in the data active = activity change below about -30%; inconclusive = mostly about -25% to -30%;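 also: plate controls were DMSO wells for no effect and wells without enzyme for full effect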
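Remaining NADH was detected by diaphorase (0.133 mg/mL) converting 37 µM resazurin to fluorescent resorufin, read at 0 and 20 minutes. The preceding 5-minute room-temperature reaction used 2 nM LDHA, 0.2 mM sodium pyruvate and 0.06 mM NADH at pH 7.4.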
D2 antag = antagonists of human D2 dopamine receptor | inhibition, % at 10 µM | P14416 | HEK293 TREx D2 cells, calcium flux, dopamine EC80 | 2% of 340,000 active; in the data active = inhibition above about 30%; also: 0% is about no effect
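Compounds are added to dye-loaded, induced HEK293 T-REx cells coupled to calcium release via D2; after a 3 min kinetic read an EC80 dopamine stimulus is given and fluorescence is recorded for 3 more min.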
GRP78 ERSR act = induces the endoplasmic reticulum stress response in human glioma cells | U87-MG GRP78 promoter luciferase reporter, 16 h | Potency, µM, without a hit: at the top dose activation, hits mostly activators | 0.02% of 420,000 active | AID 602332; also: potency is read from the fitted curve at half-maximal effect; series mostly up to about 76 µM; % of control where 0% means no effect; nearly all actives have a fitted effect of over 35% in size
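Stably transfected U87-MG glioma cells carrying a GRP78-based luciferase sensor; 16 h compound incubation. Luminescence end-point read 10 min after Bright-Glo addition at room temperature.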
Vif-A3G inh = blocks the Vif interaction with human APOBEC3G; Q9HC16; HeLa A3G-eYFP + Vif (tagged APOBEC3G with the HIV-1 protein that degrades it), YFP fluorescence, overnight; Potency, µM (series often up to 46.1 µM), for the others: at the top dose activity, negative = active, usual class: inhibitors; 0.076% of 410,000 active; AID 602310;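 also: potency is read from the fitted curve at half-maximal effect; % is scaled to controls: 0 for no effect and ±100 for the full control effect; nearly all actives have a fitted effect of over 60% in size; hits raise eYFP signal because A3G escapes Vif-driven loss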
Target sequence (Q9HC16 whole entry, looked up): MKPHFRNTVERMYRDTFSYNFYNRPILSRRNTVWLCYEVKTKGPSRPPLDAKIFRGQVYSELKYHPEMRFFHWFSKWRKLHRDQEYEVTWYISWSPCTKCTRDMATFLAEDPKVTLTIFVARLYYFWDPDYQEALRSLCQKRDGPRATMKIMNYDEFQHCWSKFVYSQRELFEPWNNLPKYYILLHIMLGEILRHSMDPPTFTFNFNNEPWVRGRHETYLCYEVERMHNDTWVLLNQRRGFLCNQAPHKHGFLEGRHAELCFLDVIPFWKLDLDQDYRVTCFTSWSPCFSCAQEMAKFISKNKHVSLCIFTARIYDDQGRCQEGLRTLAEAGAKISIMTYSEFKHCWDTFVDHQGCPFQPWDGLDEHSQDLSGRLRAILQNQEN
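Read-out is eYFP fluorescence (Ex 488/Em 500-530) from Vif-expressing HeLa A3G-eYFP cells; more signal means A3G escaped Vif-mediated degradation. Cells plated overnight, compound pinned in, incubated overnight at 37 deg C.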
ERG Ets-DNA blk = blocks human ERG Ets domain binding to DNA. P11308. Potency, µM (titrated, usually from 76.9 µM), inactives show at the highest dose FP activity, negative = inhibition, actives largely listed as inhibitors. fluorescence polarization, His-ERG Ets domain / labelled DNA. 0.028% of 370,000 active; active = well fitted inhibition curve with a large enough effect in the polarisation, with a control signal flat; inconclusive = small, poorly fitted or top-dose-only effect, or effect the other way, or a change in a side signal; inactive = no such curve, though single readings can be large or run the other way; the % refers to the polarisation;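 also: polarization taken with two DNA probes labelled with fluorescein and Texas red; potency is read from the fitted curve at half-maximal effect; % of control where 0% means no effect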
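His-tagged ERG Ets domain (1 uM in the protein solution; 300mM KCl, 50mM Tris-HCl, 1mM EDTA, 1mM DTT, pH 7.5) received compound, then a probe mix of 5 nM fluorescein-DNA and 100nM Texas-615-DNA. Fluorescence polarization was read for both dyes.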
Numbers without * were called inactive; ? = inconclusive; . = no result given; [ ] = remark or other dose. Unless noted, calls follow the shape of the dose curve; as a rule, active = well fitted curve in the direction sought with a large enough effect; inconclusive = small, poorly fitted or top-dose-only effect, or another doubt; inactive = no such curve, though single readings can be large; an effect the other way counts as inactive or inconclusive. A portion of the library; rates above refer to the full screens.

#	SMILES	RGS4 inh	Vif-APOBEC3F blk	ALOX12 inh	D2 agonist	LDHA inh
1	Cc1ccc(C(NC(=O)NN2CCN(C)CC2)C(Cl)Cl)cc1F (stereo not drawn)	-21%	6%	0%	0.6	-8
2	CCC(=O)Nc1ccc(N2CCN(Cc3ccccc3F)CC2)cc1	-8%	-11%	-24%	0.0	0
3	CCOc1ccc(NC(=O)c2ccc(CN3CCc4ccccc4C3)cc2)cc1	11%	1%	21%	.	-5
4	Fc1ccc(Cc2nnc(-c3cccs3)o2)cc1	-26%	0%	11%	-0.2	-1
5	O=C1CC(N2CCN(c3ccccc3)CC2)C(=O)N1Cc1ccc(Cl)cc1 (stereo not drawn)	-40%[56.9 µM]	-2%	?	0.4	1
6	C#CC(c1ccccc1)(c1ccccc1)n1ccnc1	.	-18%	15%	.	-8
7	O=C(Cn1c2c(c(=O)n3ncnc13)CCC2)N/N=C/c1cccs1	0%	-5%	0%	.	-3
8	Cc1ccccc1OCCOCCN1CCCCCC1	7%	0%	-11%	.	-25
9	Cc1csc(C(C#N)C(=O)c2ccc(S(=O)(=O)N3CCCC3)cc2)n1 (stereo not drawn)	-9%	-1%	-15%	0.6	4
10	Cc1ccc(C#N)c(SCc2cc3c(cc2Cl)OCO3)n1	-17%	-2%	2%	1.2	-3
11	CC(C)NS(=O)(=O)c1ccc(OCC(=O)NC(C)c2ccccc2)cc1 (stereo not drawn)	-19%[56.9 µM]	-11%	5%	0.1	-2
12	O=S(=O)(NCCN1CCOCC1)c1cccs1	12%	?	-1%	3.6	-2

#	D2 antag	GRP78 ERSR act	Vif-A3G inh	ERG Ets-DNA blk
1	2	5%	3%	9%
2	-14	-5%	1%	-1%
3	.	-6%	-1%	-5%
4	0	0%	1%	-20%
5	5	-1%	5%	4%
6	.	-5%	-12%	.
7	.	-1%	1%	-9%
8	.	-3%	-3%	-16%
9	6	0%	0%	4%
10	2	-3%	2%	-2%
11	-24	0%	7%	3%
12	-9	-3%	0%	7%

Following part
#	SMILES	RGS4 inh	Vif-APOBEC3F blk	ALOX12 inh	D2 agonist	LDHA inh
13	C/C(CC1CC(C)(C)OC1=O)=N/Nc1nc(-c2ccccc2)cs1 (stereo not drawn)	-25%	1%	-11%	0.3	-1
14	O=C(CSC(=S)N1CCOCC1)c1cc2ccccc2oc1=O	-3%	?	.	1.0	2
15	O=C(Nc1ccccc1C(=O)N1CCCCCC1)c1cccc([N+](=O)[O-])c1	29%	-4%	2%	1.0	-7
16	CCN(CC)S(=O)(=O)c1ccc(OCC(=O)NC(=O)Cc2ccccc2)c([N+](=O)[O-])c1	3%	1%	0%	-1.5	2
17	N#CCSc1nc2ccccc2c2nc3ccccc3n12	10%	-3%	0%	3.3	-4
18	COc1ccc(-c2noc(CSc3nnc(C)n3-c3ccc(OC)cc3)n2)cc1	-11%	2%	-24%	1.7	-3
19	COc1ccc(Cl)cc1NC(=O)C/C(C)=N/NC(=O)Cc1ccccc1	-18%	-12%	3%	0.0	2
20	COc1ccc(CN(C)CC(=O)Nc2sc3c(c2C#N)CCC3)cc1OC	12%	4%	5%	2.5	1
21	NC(=O)C1CCN(c2ncnc3c(-c4ccccc4)nsc23)CC1	-1%	4%	0%	1.0	-8
22	CCOc1ccccc1CN1CCNC(=O)C1CC(=O)NCCCn1cccn1 (stereo not drawn)	-14%	3%	18%	-0.3	2
23	COc1ccc(NC(=O)CN(c2ccccc2)S(=O)(=O)c2ccccc2)c(OC)c1	21%	8%	14%	.	0
24	O=c1c2ccccc2on1-c1ccccc1	.	-4%	-10%	.	0

#	D2 antag	GRP78 ERSR act	Vif-A3G inh	ERG Ets-DNA blk
13	0	3%	-1%	-11%
14	-1	6%	2%	12%
15	4	-2%	2%	-12%
16	-20	-1%	-5%	-3%
17	33*	7%	-7%	0%
18	.	-1%	-1%	0%
19	-14	3%	0%	6%
20	13	-3%	2%	6%
21	-30	-2%	1%	-5%
22	5	-5%	0%	8%
23	.	-4%	-3%	-6%
24	.	1%	0%	.

In the list so far, these have an aryl thioether with sulfur outside any ring:
#	SMILES	RGS4 inh	Vif-APOBEC3F blk	ALOX12 inh	D2 agonist	LDHA inh
10	Cc1ccc(C#N)c(SCc2cc3c(cc2Cl)OCO3)n1	-17%	-2%	2%	1.2	-3
17	N#CCSc1nc2ccccc2c2nc3ccccc3n12	10%	-3%	0%	3.3	-4
18	COc1ccc(-c2noc(CSc3nnc(C)n3-c3ccc(OC)cc3)n2)cc1	-11%	2%	-24%	1.7	-3

#	D2 antag	GRP78 ERSR act	Vif-A3G inh	ERG Ets-DNA blk
10	2	-3%	2%	-2%
17	33*	7%	-7%	0%
18	.	-1%	-1%	0%

Further records follow.
#	SMILES	RGS4 inh	Vif-APOBEC3F blk	ALOX12 inh	D2 agonist	LDHA inh
25	Cc1nc2nc(-c3cccnc3)nn2c(C)c1Cl	8%[56.9 µM]	-1%	-9%	0.5	-1
26	C/C(=N\NC(N)=O)c1ccc(Cl)s1	13%	2%	19%	-1.8	-11
27	Cc1cccc(N2CCN(Cc3nnc(-c4ccccc4C)o3)CC2C)c1 (stereo not drawn)	26%	-7%	?	.	-6
28	C[C@@H](NC(=O)C1(c2ccccc2)CCN(C(=O)OC(C)(C)C)CC1)C(=O)N[C@@H](C(=O)O)c1ccccc1	-4%	7%	9%	0.6	-8
29	CCOC(=O)C1=C(C)NC2=C(C(=O)C(C(=O)OC)C(C)C2)C1c1ccc(OC)c(O)c1 (stereo not drawn)	8%	-3%	0%	.	2
30	CN(C)C(=O)CCN1CCOCC1	12%	-1%	12%	7.1	5
31	COc1ccccc1NC(=O)N1CCCC1C(=O)Nc1nnc(C(C)C)s1 (stereo not drawn)	5%	-1%	0%	-1.0	-7
32	Cc1ccc(S(=O)(=O)N(C)CC(=O)NNC(=O)Cc2ccccc2F)cc1	-5%	2%	9%	.	-1
33	CCN(CC)S(=O)(=O)c1ccc2c(c1)N(CC(=O)N1CCN(c3cc(Cl)ccc3C)CC1)C(=O)CO2	-5%	-2%	2%	0.0	-9
34	Cc1ccc(Nc2nc(N)c([N+](=O)[O-])c(N3CCC(C)CC3)n2)cc1C	-2%	-9%	-25%	-0.2	-2
35	O=C(COC(=O)c1cncc(Br)c1)NCc1ccc2c(c1)OCO2	20%	-28%	-6%	1.7	1
36	CCOc1ccc(OCC)c(NC(=O)CN2CCN(c3cc(C)ccc3C)CC2)c1	-8%	4%	?	-0.5	-6

#	D2 antag	GRP78 ERSR act	Vif-A3G inh	ERG Ets-DNA blk
25	10	-1%	-1%	8%
26	-4	4%	0%	-2%
27	.	-2%	0%	2%
28	8	4%	-3%	11%
29	.	-4%	0%	4%
30	8	-8%	2%	1%
31	15	0%	-4%	6%
32	.	-3%	1%	-8%
33	.	-2%	4%	-3%
34	4	-1%	1%	2%
35	-21	-2%	-1%	5%
36	-3	0%	-1%	.

Carrying on.
#	SMILES	RGS4 inh	Vif-APOBEC3F blk	ALOX12 inh	D2 agonist	LDHA inh
37	COC(=O)c1c(NC(=O)COC(=O)CC(NC(C)=O)c2ccccc2)sc(C)c1C (stereo not drawn)	25%	2%	-18%	-0.2	-6
38	CC1CCN(C(=S)c2ccc(-c3ccc(Cl)cc3Cl)o2)CC1	?	3%	?	-0.1	-1
39	C[C@@H](NC(=O)c1ncn2c1C(=O)NC[C@@H]2C)c1ccccc1	.	4%	16%	.	1
40	CC(=O)N/C(=C/c1ccccc1)C(=O)NC(Cc1ccccc1)C(=O)O (stereo not drawn)	5%	-11%	-6%	-0.9	-2
41	Cc1ccc(O)c(C(CC(=O)NC(C)C)c2ccccc2)c1 (stereo not drawn)	16%	-1%	-8%	0.1	-6
42	Cc1cc(C)n2c(SCCO)nnc2n1	-4%	-1%	96%[activator]	0.5	-4
43	CCOC(=O)c1sc(C)c2c(=O)n(CC(=O)c3ccc(Br)cc3)nnc12	7%[11.4 µM]	-7%	136%[activator]	0.8	-4
44	O=C1CN(C(=O)/C=C/c2ccc(Cl)cc2Cl)CCN1	?	2%	1%	-1.3	-5
45	CNC(=S)N1CCN(C(=O)C2CCCO2)CC1 (stereo not drawn)	1%	-17%	-11%	0.3	1
46	O=C(Nc1nnc(-c2ccccc2Cl)o1)c1cccnc1	0%	1%	7%	-0.3	-1
47	CC(C)c1ccc(NC(=O)c2cc3c(=O)n(C)c4ccccc4c3n2C)cc1	-6%	3%	-24%	-0.4	1
48	Cc1ccc2cc(COC(=O)c3ccncc3)c(=O)[nH]c2c1	9%	3%	148%[activator][57.4 µM]	1.2	-11
49	CCCCNC(=O)c1ccc2c(c1)ncn2-c1cc(OC)ccc1OC	-14%	-12%	?	-0.1	5

#	D2 antag	GRP78 ERSR act	Vif-A3G inh	ERG Ets-DNA blk
37	1	-3%	1%	-3%
38	6	7%	2%	5%
39	.	-2%	0%	.
40	2	-3%	-3%	-2%
41	-3	-3%	-1%	10%
42	3	-3%	3%	-15%
43	0	-4%	-5%	-5%
44	0	5%	5%	-4%
45	-20	-2%	-1%	-4%
46	-6	2%	2%	4%
47	3	-2%	0%	5%
48	-27	-2%	0%	4%
49	.	0%	3%	7%
